High-throughput results as filed in PubChem BioAssay.
TRPML3 agonist: human TRPML3 channel agonists, primary screen, cell-based, HEK293 TRPML3-YFP, Fluo-8 calcium fluorescence, 3 µM | Mucolipin-3 (Homo sapiens), Q8TDD5 | 100% = the carbachol control signal | activation, % at 3 µM | actives 0.29% (n = 220,000);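 active means activation above its plate's cutoff, the mean activation of the plate's test wells plus 3 SD, cut at about 12% in these data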;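 further: 0% = DMSO only wells and 100% = carbachol wells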
Target sequence (Q8TDD5 whole entry, looked up): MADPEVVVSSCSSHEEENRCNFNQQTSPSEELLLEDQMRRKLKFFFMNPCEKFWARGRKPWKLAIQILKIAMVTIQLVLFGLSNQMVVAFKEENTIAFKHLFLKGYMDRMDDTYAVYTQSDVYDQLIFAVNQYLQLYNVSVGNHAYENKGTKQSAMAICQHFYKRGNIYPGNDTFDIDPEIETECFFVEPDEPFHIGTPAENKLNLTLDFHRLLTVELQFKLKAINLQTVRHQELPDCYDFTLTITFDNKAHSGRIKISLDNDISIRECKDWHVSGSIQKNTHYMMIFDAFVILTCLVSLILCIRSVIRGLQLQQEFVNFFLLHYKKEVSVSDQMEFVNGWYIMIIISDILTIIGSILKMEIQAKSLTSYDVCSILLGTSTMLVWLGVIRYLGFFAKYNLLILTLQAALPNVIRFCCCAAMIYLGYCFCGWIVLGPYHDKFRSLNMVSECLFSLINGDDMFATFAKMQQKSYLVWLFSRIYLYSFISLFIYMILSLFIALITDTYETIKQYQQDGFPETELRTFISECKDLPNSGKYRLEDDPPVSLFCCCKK
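Test system: HEK293 cells stably carrying human TRPML3-YFP; Doses: single dose, 3 µM final nominal compound, 0.3% DMSO final; Schedule: dye loading 1 h 37 °C then 30 min ambient, 125 s read; Technique: Fluo-8 calcium fluorescence; Benchmarks: high control carbachol 87 µM, low control DMSO.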
S1P4 antag: S1P4 receptor antagonists, primary screen, cell-based | Sphingosine 1-phosphate receptor 4 (Homo sapiens), O95977 | S1P4-expressing cells, antagonist mode, reporter read-out | inhibition, % at 4.98 µM | actives 0.26% (n = 220,000) | AID 1510, 2009; in the data active means inhibition above about 29%;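 further: 0% = wells stimulated with agonist and 100% = vehicle wells without agonist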
NPY-Y1 PAM-ag: NPY-Y1 receptor potentiators or agonists, primary screen, cell-based; Neuropeptide Y receptor type 1 (Homo sapiens), P25929; NPY-Y1 expressing cells, potentiator/agonist activation; activation, % at 3.6 µM; actives 0.37% (n = 220,000); in the data active means activation above about 33%, passing the limit was not always enough;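 further: cells stimulated with NPY at EC10 then isoproterenol at EC100; 0% = low agonist plus stimulus and 100% = saturating agonist plus stimulus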
Target sequence (P25929 whole entry, looked up): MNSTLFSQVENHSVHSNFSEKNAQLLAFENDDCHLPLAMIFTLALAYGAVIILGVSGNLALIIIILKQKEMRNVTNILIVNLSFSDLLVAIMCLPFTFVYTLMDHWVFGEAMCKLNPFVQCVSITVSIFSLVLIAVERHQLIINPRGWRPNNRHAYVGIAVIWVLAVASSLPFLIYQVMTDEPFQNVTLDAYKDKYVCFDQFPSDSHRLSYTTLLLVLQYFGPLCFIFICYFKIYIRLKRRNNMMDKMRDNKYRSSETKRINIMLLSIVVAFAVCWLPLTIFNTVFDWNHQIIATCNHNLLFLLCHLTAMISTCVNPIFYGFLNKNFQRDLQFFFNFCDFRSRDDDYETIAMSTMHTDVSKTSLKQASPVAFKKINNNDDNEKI
EP2 modulator: EP2 receptor modulators, cAMP readout, primary screen, cell-based, HTRF cAMP, PGE2 stimulation; actives 0.83% (n = 260,000); Prostaglandin E2 receptor EP2 subtype (Homo sapiens), P43116; EP2-expressing cells, cAMP HTRF FRET, PGE2 co-stimulation; induction, % at 25 µM; AID 940, 2007;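 active means compounds whose cAMP rise, as percent of the full-agonist control response, exceeds 60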;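 further: rat C6 glioma line stably carrying human EP2 under a CMV promoter; the protocol text gives 20 µM as final concentration; 100% = response of wells given 1 µM PGE2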
S1P4 ag: S1P4 receptor agonists, primary screen, cell-based; Sphingosine 1-phosphate receptor 4 (Homo sapiens), O95977; S1P4-expressing cell line, agonist reporter assay; activation, % at 4.98 µM; actives 0.35% (n = 220,000); AID 1509, 2009; in the data active means activation above about 11%;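 further: 0% = DMSO vehicle and 100% = reference agonist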
zfTRPN1 agonist: zebrafish TRPN1 channel agonists, primary screen, cell-based, HEK293, calcium fluorescence. transient receptor potential cation channel N1 (TRPN1/NompC), Danio rerio. HEK293 zebrafish TRPN1-YFP, Fluo-8 calcium fluorescence; 100% = response to 87 µM carbachol. activation, % at 3 µM. actives 0.18% (n = 220,000). AID 1424, 2008;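 active means activation above its plate's cutoff, the mean activation of test wells on that plate plus 3 SD, cut at about 19% in these data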;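 further: 0% = DMSO alone and 100% = 87 µM carbachol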
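Material – zebrafish TRPN1-YFP in HEK293 cells · Doses – 3 µM single point · Schedule – dye 1 h 37 °C plus 30 min RT · Signal – Fluo-8 calcium fluorescence, excitation 470-495 nm, emission 515-575 nm · Read-out – % activation versus carbachol response · Control set – carbachol high, DMSO low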
CHOP inhibitor: inhibitors of CHOP promoter induction, primary screen, cell-based, unfolded protein response, luciferase reporter; CHO-K1 CHOP-promoter luciferase, tunicamycin-induced, 15-18 h; inhibition, % at 10 µM; actives 3.8% (n = 220,000); AID 2732, 2010;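 active means compounds that reduced the stress-induced luciferase reporter signal by more than about 70% of percent inhibition, limit read from the data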;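 further: 0% = tunicamycin plus vehicle and 100% = wells without tunicamycin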
NPY Y1 blocker: NPY-Y1 receptor antagonists, primary screen, cell-based | Neuropeptide Y receptor type 1 (Homo sapiens), P25929 | AID 1040, 2008 | HEK293-CNG Y1 cells, membrane potential fluorescence; NPY at EC95, then isoproterenol | inhibition, % at 3.6 µM | actives 1% (n = 200,000);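 active means inhibition above the campaign mean inhibition of all tested compounds plus 3 SD, cut at about 20% in these data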;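 further: 0% = DMSO wells given NPY plus isoproterenol and 100% = isoproterenol alone without NPY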
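Assay system: HEK293 cells with Y1 receptor plus CNG channel | Probe or stimulus: NPY (25 nM), isoproterenol (1 µM), Ro 20-1724 (25 µM) | Timing: Compound incubation 1 h at room temperature, readout 45 min post-stimulation | Measured by: Membrane-potential fluorescent dye readout | Benchmarks: High control isoproterenol alone, low control NPY with isoproterenol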
NPY-Y2 PAM-ag: NPY-Y2 potentiators or agonists, primary screen, cell-based; Neuropeptide Y receptor type 2 (Homo sapiens), P49146; AID 1359, 2008; cells expressing NPY-Y2, potentiator/agonist read-out; activation, % at 3.6 µM; actives 0.45% (n = 220,000); in the data active means activation above about 27%;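 further: cells stimulated with NPY near EC25 plus isoproterenol at EC100; 0% = vehicle plus submaximal agonist and 100% = vehicle plus saturating agonist; some results beyond the cut were filed as inactive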
* = called active by the depositor; & = joins results of further samples. Outcome played no part in choosing rows. About 6.5% of those tested had a hit in this group.

For O=C(O)CCC(=O)Nc1ccc(NC(=O)c2ccc(Cl)cc2Cl)c(Cl)c1 the results were TRPML3 agonist -0.3, S1P4 antag 1, NPY-Y1 PAM-ag 16, EP2 modulator 20, S1P4 ag -0.5, zfTRPN1 agonist 1.6, CHOP inhibitor 13, NPY Y1 blocker -4 and NPY-Y2 PAM-ag -1.
`C[n+]1ccc(/C=N/Nc2nc(Cl)c(C#N)c(Cl)c2Cl)cc1` gave TRPML3 agonist 2.7, S1P4 antag -2, NPY-Y1 PAM-ag 19, EP2 modulator -7, S1P4 ag -1.1, zfTRPN1 agonist 4.2, CHOP inhibitor 11, NPY Y1 blocker -3 and NPY-Y2 PAM-ag -3.
`Cn1c(=O)[nH]c(=O)c2c1nc(N1CCCCC1)n2CCSc1nc2ccccc2o1` gave TRPML3 agonist 0.6, S1P4 antag 3, NPY-Y1 PAM-ag 40*, EP2 modulator 15, S1P4 ag 0.9, zfTRPN1 agonist 0.9, CHOP inhibitor 2, NPY Y1 blocker 1 and NPY-Y2 PAM-ag 7.
O=C(c1cccs1)N1N=C(c2ccc(O)cc2)CC1c1ccccc1 (stereo not given) was read as TRPML3 agonist -0.5, S1P4 antag -13, NPY-Y1 PAM-ag 13, EP2 modulator 65*, S1P4 ag 0.6, zfTRPN1 agonist -1.9, CHOP inhibitor 33, NPY Y1 blocker -3 and NPY-Y2 PAM-ag 8.
Screening O=C(CSCc1c(F)cccc1Cl)NCc1ccco1 returned TRPML3 agonist -0.8, S1P4 antag -9, NPY-Y1 PAM-ag 0, EP2 modulator 11, S1P4 ag -0.8, zfTRPN1 agonist -1.9, CHOP inhibitor 13, NPY Y1 blocker -2 and NPY-Y2 PAM-ag -7.
For CCc1nc(SCC(=O)Nc2nccs2)c2oc3ccccc3c2n1 the results were TRPML3 agonist 0.9, S1P4 antag -27, NPY-Y1 PAM-ag -35, EP2 modulator 7, S1P4 ag 0.7, zfTRPN1 agonist 1.6, CHOP inhibitor 102*, NPY Y1 blocker 10 and NPY-Y2 PAM-ag 6.
Cc1ccc(SCC(=O)c2sc(-c3ccccc3)nc2C)cc1 was read as TRPML3 agonist 1.1, S1P4 antag -1, NPY-Y1 PAM-ag -14, EP2 modulator 8, S1P4 ag -2.2, zfTRPN1 agonist -0.1, CHOP inhibitor 1, NPY Y1 blocker 8 and NPY-Y2 PAM-ag -11.
For CCCCCc1c(O)nc(SCCN(C)C)[nH]c1=O the results were TRPML3 agonist 1.7, S1P4 antag 1, NPY-Y1 PAM-ag 8, EP2 modulator -15, S1P4 ag 1.0, zfTRPN1 agonist 1.8, CHOP inhibitor -24 and NPY-Y2 PAM-ag -21.
`COc1ccc(Cl)cc1-c1nc(-c2ccc(NC(=O)c3ccncc3)cc2)no1` gave TRPML3 agonist 0.9, S1P4 antag -8, NPY-Y1 PAM-ag 18, S1P4 ag -0.1, zfTRPN1 agonist 0.9, NPY Y1 blocker -6 and NPY-Y2 PAM-ag -2.
For COc1cc(N2CCCC2)c(OC)cc1/C=c1/sc2nc3ccccc3n2c1=O the results were TRPML3 agonist 3.8, S1P4 antag -8, NPY-Y1 PAM-ag -15, EP2 modulator 28, S1P4 ag -1.9, zfTRPN1 agonist 9.4, CHOP inhibitor -22, NPY Y1 blocker -1 and NPY-Y2 PAM-ag 3.
Cc1cc(C)n(-c2nc3ccccc3nc2N2CCCC2)n1 was read as TRPML3 agonist -0.8, S1P4 antag -2, NPY-Y1 PAM-ag 5, EP2 modulator 19, S1P4 ag 87*, zfTRPN1 agonist -1.6, CHOP inhibitor -7, NPY Y1 blocker 3 and NPY-Y2 PAM-ag -5.
CN1C(=O)CSc2ccc(C(=O)O)cc21 was read as TRPML3 agonist 0.0, S1P4 antag -13, NPY-Y1 PAM-ag 1, EP2 modulator -2, S1P4 ag 0.8, zfTRPN1 agonist 0.0, CHOP inhibitor 23, NPY Y1 blocker 0 and NPY-Y2 PAM-ag 9.
For O=C(CC1=NCCNC(c2ccccc2)C1)c1ccccc1O (stereo not given) the results were TRPML3 agonist 0.7, S1P4 antag -3, NPY-Y1 PAM-ag -8, EP2 modulator -33, S1P4 ag -0.9, zfTRPN1 agonist 0.7, CHOP inhibitor 35, NPY Y1 blocker 6 and NPY-Y2 PAM-ag 1.
CSCC[C@H](NC(=O)OC(C)(C)C)C(=O)N/N=C/c1cccc2cccnc12 was read as TRPML3 agonist 0.0, S1P4 antag -5, NPY-Y1 PAM-ag 4, EP2 modulator -35, S1P4 ag 0.1, zfTRPN1 agonist -1.4, CHOP inhibitor 42 and NPY-Y2 PAM-ag 17.
For COc1ccc(Nc2nc(-c3sc(NC(C)=O)nc3C)cs2)cc1 the results were TRPML3 agonist 0.4, S1P4 antag -14, NPY-Y1 PAM-ag 14, EP2 modulator -7, S1P4 ag -0.3, zfTRPN1 agonist -0.6, CHOP inhibitor 0, NPY Y1 blocker -3 and NPY-Y2 PAM-ag 3.
CC(C)C(OC(=O)c1ccco1)C(=O)NC1CCCCC1 (stereo not given) was read as TRPML3 agonist 0.2, S1P4 antag -5, NPY-Y1 PAM-ag -11, EP2 modulator 7, S1P4 ag 5.9, zfTRPN1 agonist 0.1, CHOP inhibitor 1, NPY Y1 blocker 4 and NPY-Y2 PAM-ag -18.
Cc1nc(N(C)C)c2sc(=S)n(Cc3ccccc3)c2n1 was read as TRPML3 agonist 0.5, S1P4 antag -1, NPY-Y1 PAM-ag -12, EP2 modulator 76*, S1P4 ag -1.4, zfTRPN1 agonist 1.4, CHOP inhibitor 33, NPY Y1 blocker 0 and NPY-Y2 PAM-ag -12.
Screening Cc1ccc(CN2CCN(Cc3cnc(C)[nH]3)CC2CCO)cc1 (stereo not given) returned TRPML3 agonist 0.8, S1P4 antag 7, NPY-Y1 PAM-ag -16, EP2 modulator -2, S1P4 ag 0.7, zfTRPN1 agonist 0.5, CHOP inhibitor 6, NPY Y1 blocker 5 and NPY-Y2 PAM-ag -13.
Screening O=C1CSC(=Nc2ccc(Cl)cc2)N1Cc1ccco1 returned TRPML3 agonist -1.0, S1P4 antag 2, NPY-Y1 PAM-ag -11, EP2 modulator 46, S1P4 ag 0.9, zfTRPN1 agonist -2.6, CHOP inhibitor 18 and NPY-Y2 PAM-ag 3.
Screening Clc1ccc(CN2CCN(c3ccccc3)CC2)cn1 returned TRPML3 agonist 0.1, S1P4 antag -14, NPY-Y1 PAM-ag 8, EP2 modulator 20, S1P4 ag 0.6, zfTRPN1 agonist 0.6, CHOP inhibitor 8, NPY Y1 blocker 1 and NPY-Y2 PAM-ag -6.
For CCOc1cc(NC(=O)c2ccco2)c(OCC)cc1NC(=O)COc1ccccc1 the results were TRPML3 agonist 0.2, S1P4 antag -5, NPY-Y1 PAM-ag -42, EP2 modulator -4&-18, S1P4 ag -0.8, zfTRPN1 agonist 1.1, CHOP inhibitor -34, NPY Y1 blocker 10 and NPY-Y2 PAM-ag -17.
Screening COc1ccc(CCNC(=O)N2c3ccccc3Sc3ccccc32)cc1 returned TRPML3 agonist 0.0, S1P4 antag -17, NPY-Y1 PAM-ag -25, S1P4 ag 0.2, zfTRPN1 agonist 3.8, NPY Y1 blocker 11 and NPY-Y2 PAM-ag 10.
Screening Clc1ccccc1N1CCN(c2ncnc3nc[nH]c23)CC1 returned TRPML3 agonist -0.3, S1P4 antag 1, NPY-Y1 PAM-ag 21, EP2 modulator 9, S1P4 ag 0.5, zfTRPN1 agonist 2.3, CHOP inhibitor 4, NPY Y1 blocker -1 and NPY-Y2 PAM-ag 8.
For O=C(/C=C/c1ccccc1)NC(=S)Nc1ccccc1C(=O)NC1CCCCC1 the results were TRPML3 agonist -0.8, S1P4 antag -18, NPY-Y1 PAM-ag 6, EP2 modulator 23, S1P4 ag -0.8, zfTRPN1 agonist 0.8, CHOP inhibitor 45, NPY Y1 blocker 10 and NPY-Y2 PAM-ag -9.
`C/C(=N/NC(=O)CNC(=O)COc1ccccc1)c1ccco1` gave TRPML3 agonist 0.4, S1P4 antag -11, NPY-Y1 PAM-ag -15, EP2 modulator 23, S1P4 ag 1.2, zfTRPN1 agonist -0.8, CHOP inhibitor -21, NPY Y1 blocker -5 and NPY-Y2 PAM-ag -10.
Screening O=C(CC(C(=O)O)P(=O)(c1ccccc1)c1ccccc1)c1ccc(Br)cc1 (stereo not given) returned TRPML3 agonist -0.2, S1P4 antag 4, NPY-Y1 PAM-ag -14, EP2 modulator -5, S1P4 ag 1.0, zfTRPN1 agonist -0.9, CHOP inhibitor 1 and NPY-Y2 PAM-ag -5.
O=c1c2ccccc2c(/C=N/c2nnc(Cc3ccccc3)s2)c(O)n1-c1ccc(Cl)cn1 was read as TRPML3 agonist 0.5, S1P4 antag 0, NPY-Y1 PAM-ag -10, EP2 modulator -10, S1P4 ag 1.6, zfTRPN1 agonist 0.5, CHOP inhibitor 34, NPY Y1 blocker -1 and NPY-Y2 PAM-ag 5.
CCn1cc(/C=C/C(=O)c2ccc(O)cc2)c(C)n1 was read as TRPML3 agonist 0.6, S1P4 antag 1, NPY-Y1 PAM-ag 3, EP2 modulator -12, S1P4 ag -1.5, zfTRPN1 agonist -0.1, CHOP inhibitor -9, NPY Y1 blocker 2 and NPY-Y2 PAM-ag 1.
`O=C(CN(Cc1ccccc1)S(=O)(=O)c1ccc2c(c1)OCCO2)Nc1ccc2c(c1)OCCO2` gave TRPML3 agonist -1.3, S1P4 antag 1, NPY-Y1 PAM-ag -1, EP2 modulator -43, S1P4 ag 1.7, zfTRPN1 agonist 0.2, CHOP inhibitor 22, NPY Y1 blocker 3 and NPY-Y2 PAM-ag 18.
Screening N/C(=N\OC(=O)CCc1ccccc1)c1cccc(Br)c1 returned TRPML3 agonist 0.7, S1P4 antag 5, NPY-Y1 PAM-ag -6, EP2 modulator -6, S1P4 ag 1.4, zfTRPN1 agonist -0.4, CHOP inhibitor 10, NPY Y1 blocker 7 and NPY-Y2 PAM-ag -9.
Screening COc1cc(C)c(N)cc1C(C)C returned TRPML3 agonist 0.0, S1P4 antag -8, NPY-Y1 PAM-ag -9, EP2 modulator -15, S1P4 ag 1.6, zfTRPN1 agonist -0.5, CHOP inhibitor -14, NPY Y1 blocker 4 and NPY-Y2 PAM-ag 12.
